# GPR55 beta-arrestin: GPR55 agonists via beta-arrestin recruitment, primary screen, imaging, U2OS cells, beta-arrestin-GFP redistribution (AID 1961). G-protein coupled receptor 55 (Homo sapiens). U2OS GPR55 beta-arrestin-GFP redistribution imaging; higher % means a stronger effect. one-dose activation, % at 10 µM; EC50 in µM for titrated hits. 0.048% of 290,000 active;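 active = activation above 40% with more than 50 cells counted in the well; inconclusive = wells holding fewer than 50 cells, flagged as toxic or sparse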;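 also: U2OS osteosarcoma cells stably expressing GPR55 and beta-arrestin-GFP; plate controls were DMSO negative control for no effect and LPI positive control for full effect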
# GPR55 LPI antagonism: GPR55 antagonists blocking LPI-driven arrestin recruitment, primary screen, imaging, U2OS, beta-arrestin-GFP, LPI agonist (AID 2013) | U2OS GPR55 beta-arrestin-GFP translocation imaging, LPI antagonism; higher % means a stronger effect | inhibition, % at 10 µM; hits with a dose series show IC50 in µM | 0.13% of 290,000 active;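 active = spots per cell inhibited over 60%, with over 100 cells counted and total cytoplasm intensity under 500,000; inconclusive = wells with under 100 cells, flagged as likely toxic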;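 also: U2OS cells stably carrying GPR55 and arrestin-GFP stimulated by 5 µM LPI near EC80; imaged beta-arrestin-GFP aggregate spots per cell after agonist stimulation; plate controls were LPI-stimulated DMSO wells for no effect and DMSO wells without LPI for full effect; some results filed as inactive read as strong as hits; confirmed hits need IC50 under 10 µM and bright autofluorescent wells are also inconclusive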
# NTR1 ag: agonists of NTR1, primary screen, imaging, U2OS cells, beta-arrestin-GFP, high content (AID 493036). NTR1-U2OS beta-arrestin-GFP spot imaging, agonist mode. activation, % at 20 µM. 0.17% of 330,000 active;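 active = activation at or above 40% of the spot to cytoplasm intensity ratio, with at least 20 cells analyzed; inconclusive = wells under 20 cells, flagged as cytotoxic or low count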;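 also: 0% = DMSO without peptide and 100% = 100 nM NTR1 peptide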
# Target sequence (P30989 whole entry, looked up): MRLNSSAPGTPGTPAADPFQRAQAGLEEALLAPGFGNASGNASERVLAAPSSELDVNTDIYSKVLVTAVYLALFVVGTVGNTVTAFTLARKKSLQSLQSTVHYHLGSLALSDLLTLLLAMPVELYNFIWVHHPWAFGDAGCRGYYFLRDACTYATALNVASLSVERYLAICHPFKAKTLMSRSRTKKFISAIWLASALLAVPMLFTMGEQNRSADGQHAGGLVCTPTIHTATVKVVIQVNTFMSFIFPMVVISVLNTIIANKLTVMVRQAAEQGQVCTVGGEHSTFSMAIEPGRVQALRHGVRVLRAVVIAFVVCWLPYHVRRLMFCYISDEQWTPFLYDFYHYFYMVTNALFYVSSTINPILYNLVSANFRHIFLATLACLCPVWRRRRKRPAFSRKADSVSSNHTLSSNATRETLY
# Yfh1-depleted yeast: enhancers of respiration in Yfh1-depleted yeast, dose response, Friedreich's ataxia, plus single-dose screen (AID 1465). 0.074% of 220,000 active. S. cerevisiae Yfh1-off respiration, WST-1 reduction, 72 h; higher fold induction means a stronger effect. fold induction at 50 µM, or EC50 in µM where a hit was titrated;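 active = fold induction of absorbance versus untreated yeast above a set limit, then at least 30% activation at any dose in follow-up; inconclusive = repeats straddling the limit, or above it without dose testing; inactive = fold induction below the set limit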;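 also: activators that raise dye reduction in frataxin-depleted yeast; strong numbers were not always called active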
# GPR35 arrestin U2OS: GPR35 antagonists blocking zaprinast-driven arrestin recruitment, primary screen, imaging, U2OS, beta-arrestin-GFP, zaprinast agonist (AID 2058); inhibition, % at 10 µM; hits with a dose series show IC50 in µM; U2OS GPR35 beta-arrestin-GFP translocation imaging, zaprinast antagonism; higher % means a stronger effect; 0.052% of 290,000 active;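 active = inhibition of at least 50% with at least 30 cells and total cytoplasm GFP at most 10,000,000; inconclusive = under 30 cells or total GFP of 10,000,000 plus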
# MgcRacGAP inhibition: MgcRacGAP GTPase-activating activity inhibitors, confirmation, biochemical, ADP Hunter fluorescence; Rac GTPase-activating protein 1 (Homo sapiens); MgcRacGAP-stimulated Rac1 GTP hydrolysis, ADP Hunter fluorescence; higher % means a stronger effect; GST-tagged Rac1 F28L mutant substrate; one-dose inhibition, % at 30 µM; IC50 in µM for titrated hits; 0.6% of 340,000 active; AID 624330, 2012;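 active = first-screen hits whose inhibition reached a set limit at any dose in the follow-up dose series; inconclusive = inhibition above the set first-screen limit but never retested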;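 also: fluorescence reports GDP produced by GAP-driven GTP hydrolysis; strong numbers were not always called active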
# AID2073: inhibitors of Mint1-CaV2.2 protein interaction, biochemical, HTRF (AID 2073); HTRF protein-protein interaction, Mint1-CaV2.2; higher % means a stronger effect; 0.19% of 290,000 active; inhibition, % at 20 µM, or IC50 in µM where a hit was titrated; in the data active = inhibition mostly above about 51%, no sharp cut-off; inconclusive = no clear call, values can overlap the other calls; inactive = mostly below about 53%; also: some results filed as inactive read as strong as hits
# Dengue-2 NS5 capping: Dengue-2 NS5 methyltransferase inhibitors, primary screen, biochemical, confirmation dose response (AID 588689); one-dose inhibition, % at 25 µM; IC50 in µM for titrated hits; Dengue-2 NS5 methyltransferase capping enzyme assay, biochemical; higher % means a stronger effect; Genome polyprotein (Dengue virus type 2 (strain 16681-PDK53)); 0.3% of 340,000 active; in the data active = a potency from the dose series; inconclusive = inhibition above about 29% without an active follow-up result
# SV40 large T antigen: SV40 large T antigen inhibitors, biochemical (AID 1903) | one-dose inhibition, % at 20 µM; IC50 in µM for titrated hits | 0.39% of 310,000 active | SV40 large T antigen ATPase/helicase inhibition assay; higher % means a stronger effect; in the data active = a potency from the dose series; inconclusive = inhibition mostly from about 32% at the one dose, without a potency; inactive = the rest, 99 in 100 with inhibition below about 32%; also: strong numbers were not always called active
# NTR1 ag cell count 20 µM: further read-out of NTR1 ag, marked with its call; cell count; measured here: cell count, cytotoxicity flag
# Numbers without * were called inactive; i = inactive; ? = inconclusive; . = not tested or not shown.
cpd	Compound	GPR55 beta-arrestin	GPR55 LPI antagonism	NTR1 ag	NTR1 ag cell count 20 µM	Yfh1-depleted yeast	GPR35 arrestin U2OS	MgcRacGAP inhibition	AID2073	Dengue-2 NS5 capping	SV40 large T antigen
1	O=C(CCc1nnc2ccc(NCc3ccco3)nn12)N1CCN(c2ccccc2F)CC1	0.0%	-1%	0.3	49	.	-3%	9%	17%	0%	10%
2	COc1ccc(N2CCN(C(=O)C3CCCN(c4ncnc5c4nc4n5CCCCC4)C3)CC2)cc1 (stereo unspecified)	-0.1%	-4%	1.7	68	.	-24%	4%	9%	13%	15%
3	O=C(C[n+]1ccc(C(=O)NCCCO)cc1)c1cccc(Br)c1	0.2%	5%	-0.3	50	i	-11%	4%	-5%	-8%	10%
4	CN(C)c1ccc(C=C2C(=O)OC3(CCCC3)OC2=O)cc1	-0.1%	-1%	-1.0	29	i	8%	17%	15%	-36%	.
5	O=[N+]([O-])c1nn(-c2ccc3c(c2)OCCO3)n(O)c1=Nc1ccccc1	-0.6%	2%	-1.5	55	i	3%	6%	9%	8%	16%
6	CCCCCC(=O)Nc1ccc2oc(-c3cccnc3)nc2c1	-0.1%	-5%	0.3	79	i	-4%	4%	?	-4%	7%
7	CCN/C=C(\C#N)S(=O)(=O)c1ccc(Br)cc1	-0.3%	3%	0.2	60	i	-2%	4%	6%	-2%	9%
8	CC(OC(=O)CNC(=O)c1ccc2c(c1)OCO2)C(=O)NCCC1=CCCCC1 (stereo unspecified)	0.0%	7%	-0.8	64	i	-11%	7%	-3%	-3%	0%
9	CCN1CCN(C(=O)CCc2ccc(S(=O)(=O)NCCc3ccccc3)cc2)CC1	0.3%	2%	0.8	68	i	13%	7%	1%	.	3%
10	COc1cccc(C(=O)N(Cc2ccc3c(c2)OCO3)Cc2nc3ccccc3c(=O)[nH]2)c1	0.3%	-2%	0.9	57	i	13%	6%	-4%	-4%	13%
11	COc1ccc(C(C(=O)NC(C)C)N(C(=O)CCC(=O)Nc2nccs2)c2ccccc2F)cc1 (stereo unspecified)	0.3%	7%	-1.4	38	i	4%	3%	-6%	-1%	.
12	c1ccc(C2(CN3CCNC[C@H]3Cc3cccc4ccccc34)CC2)cc1	.	.	15	77	.	.	3%	.	4%	20%
13	COCCNCc1nc2sc(C)c(-c3ccccc3)c2c(=O)[nH]1	0.1%	-6%	0.6	65	i	2%	225µM*	6%	0%	6%
14	CC(OC(=O)C1=NNC(=O)CC1)C(=O)Nc1ncc(Cl)cc1Cl (stereo unspecified)	-0.5%	6%	-0.4	34	i	14%	5%	-9%	-9%	1%
15	CCn1c(CC(=O)Nc2ccccc2)nnc1SCC(=O)N1CCOCC1	1.2%	2%	-0.5	56	.	-2%	5%	6%	3%	11%
16	Cc1cccc(NC(=S)N=Nc2c(O)n(C)c3ccc(S(=O)(=O)N4CCOCC4)cc23)c1	0.2%	12%	-0.8	49	i	-8%	16%	-9%	2%	-5%
17	Cc1ccsc1/C=C(/C#N)C(=O)NCc1ccccc1	0.3%	10%	0.2	48	i	-5%	-2%	12%	-5%	-2%
18	COc1cc(C)ccc1OCCOCCOc1ccccc1Br	-0.1%	4%	1.1	80	.	10%	0%	1%	-3%	4%
19	Fc1cccc(Nc2ncnc3[nH]ncc23)c1	-0.4%	-32%	0.0	52	i	2%	1%	-2%	-12%	5%
20	CCCCN(C)Cc1c(C)[nH]c2c(Cl)cccc2c1=O	-0.2%	11%	0.1	47	i	-1%	11%	1%	-7%	5%
21	Cc1cc(C(=O)N2CCCC(N3CCN(c4cccc(C(F)(F)F)c4)CC3)C2)nn1C (stereo unspecified)	-0.1%	18%	-0.6	60	.	15%	10%	-1%	-1%	10%
22	COC(=O)CCSCC(=O)Nc1cc(C)on1	0.0%	2%	-0.4	84	i	17%	2%	11%	-8%	16%
23	Cc1ccc(-n2c(SCc3nnc4n3CCC4)nnc2-c2ccccc2)cc1	-0.2%	8%	-2.6	46	i	-8%	1%	7%	-1%	-3%
24	COc1ccc(CNC(=O)CCSc2nc(-c3ccc4c(c3)OCO4)cc(C(F)(F)F)n2)cc1	0.7%	7%	5.2	53	i	11%	7%	-1%	-3%	8%
25	Cc1ccc(/C=N/Nc2ncc(Cl)cc2Cl)s1	-0.1%	3%	1.2	41	i	-9%	8%	-3%	-4%	3%
26	COc1ccccc1N(C(=O)CNC(=O)c1ccco1)C(C(=O)NC1CCCC1)c1ccco1 (stereo unspecified)	0.0%	4%	-0.3	54	.	2%	11%	5%	-3%	3%
27	COC(=O)N/N=C/c1cn(Cc2ccccc2F)c2ccccc12	0.5%	3%	1.5	63	i	-8%	-6%	-2%	-6%	10%
28	CC1CC(C)CN(C(=O)c2cc3c(s2)CCC3)C1 (stereo unspecified)	0.5%	-1%	0.7	74	i	3%	4%	2%	-3%	21%
29	Cc1ccc(/C=C2\SC(=S)N(CCCC(=O)Nc3cc(C)on3)C2=O)cc1	-0.1%	-1%	1.6	69	.	1%	8%	15%	-2%	8%
30	COc1ccc(-c2cc3ccccc3s2)cc1[C@H]1[C@H]2C=CC[C@@H](C)[C@@H]2C(=O)N1Cc1ccccc1	0.6%	22%	-2.3	84	i	-10%	4%	15%	-3%	17%

# Another view of part of the listing above.
# Order of results: GPR55 beta-arrestin, GPR55 LPI antagonism, NTR1 ag, NTR1 ag cell count 20 µM, Yfh1-depleted yeast, GPR35 arrestin U2OS, MgcRacGAP inhibition, AID2073, Dengue-2 NS5 capping, SV40 large T antigen
23: Cc1ccc(-n2c(SCc3nnc4n3CCC4)nnc2-c2ccccc2)cc1
    -0.2%, 8%, -2.6, 46, i, -8%, 1%, 7%, -1%, -3%
24: COc1ccc(CNC(=O)CCSc2nc(-c3ccc4c(c3)OCO4)cc(C(F)(F)F)n2)cc1
    0.7%, 7%, 5.2, 53, i, 11%, 7%, -1%, -3%, 8%
25: Cc1ccc(/C=N/Nc2ncc(Cl)cc2Cl)s1
    -0.1%, 3%, 1.2, 41, i, -9%, 8%, -3%, -4%, 3%
26: COc1ccccc1N(C(=O)CNC(=O)c1ccco1)C(C(=O)NC1CCCC1)c1ccco1 (stereo unspecified)
    0.0%, 4%, -0.3, 54, ., 2%, 11%, 5%, -3%, 3%
27: COC(=O)N/N=C/c1cn(Cc2ccccc2F)c2ccccc12
    0.5%, 3%, 1.5, 63, i, -8%, -6%, -2%, -6%, 10%
28: CC1CC(C)CN(C(=O)c2cc3c(s2)CCC3)C1 (stereo unspecified)
    0.5%, -1%, 0.7, 74, i, 3%, 4%, 2%, -3%, 21%
29: Cc1ccc(/C=C2\SC(=S)N(CCCC(=O)Nc3cc(C)on3)C2=O)cc1
    -0.1%, -1%, 1.6, 69, ., 1%, 8%, 15%, -2%, 8%

# Going on with the list:
cpd	Compound	GPR55 beta-arrestin	GPR55 LPI antagonism	NTR1 ag	NTR1 ag cell count 20 µM	Yfh1-depleted yeast	GPR35 arrestin U2OS	MgcRacGAP inhibition	AID2073	Dengue-2 NS5 capping	SV40 large T antigen
31	O=C(CN(C1CCCCC1)S(=O)(=O)c1ccc(F)cc1)Nc1ccc2c(c1)OCO2	0.1%	-4%	5.6	91	i	-11%	9%	3%	7%	4%
32	CC(=O)Nc1ccc(S(=O)(=O)NCCS(=O)(=O)N2CCN(c3ccccc3F)CC2)cc1	0.5%	8%	0.0	59	.	-5%	13%	-7%	-4%	12%
33	O=C(NCc1ccccn1)C1CCN(S(=O)(=O)c2cc(Cl)ccc2Cl)CC1	-0.1%	-7%	-0.1	43	i	2%	-6%	-6%	-1%	-3%
34	COc1ccc(-n2c(SCC(=O)Nc3ccccc3)nnc2-c2ccc(NS(=O)(=O)c3ccc(C)cc3)cc2)cc1	-0.1%	16%	-2.6	66	i	2%	-1%	6%	3%	10%
35	O=C(Nc1ccc(Br)cc1Cl)Nn1cnnc1	-0.2%	12%	0.5	101	i	-8%	-12%	3%	-5%	-1%
36	CCOC(=O)C1CCN(C(=O)c2cc3c(ccc4ccccc43)o2)CC1	-0.1%	-12%	1.2	65	.	-8%	10%	6%	-3%	10%
37	COc1ccc(C(=O)Oc2cc(N)n(S(=O)(=O)c3ccccc3)n2)cc1	0.5%	6%	4.2	82	i	5%	-1%	5%	4%	9%
38	COc1ccc(C2Nc3ccccc3C(=O)N2c2ccc(Cl)cc2)cc1Cn1cc([N+](=O)[O-])cn1 (stereo unspecified)	-0.2%	8%	1.1	92	i	-14%	6%	9%	-12%	29%
39	COc1ccc(CCNC2=C(Cl)C(=O)N(CCc3ccc(OC)c(OC)c3)C2=O)cc1OC	-0.1%	6%	18	55	i	20%	6%	-5%	-6%	2%
40	O=C(COC(=O)C1=COCCO1)Nc1cccc(S(=O)(=O)N2CCOCC2)c1	0.0%	-3%	-0.3	62	.	10%	3%	38%	-1%	9%
41	O=C1NC(c2ccc(O)cc2)Nc2ccccc21 (stereo unspecified)	0.6%	-5%	-0.5	72	.	10%	9%	8%	1%	9%
42	CCn1c(N)c(C(=O)NCC2CCCO2)sc1=S (stereo unspecified)	0.0%	1%	-0.2	50	i	8%	18%	2%	-22%	21%
43	CC(=O)OC(COC1C[C@@H]2CC[C@@]1(C)C2(C)C)C[N+]1(C)CCCCC1 (stereo partly specified)	-0.1%	-3%	-0.9	53	i	13%	3%	-8%	6%	10%
44	CN1CCN(C2CCCCC2NS(=O)(=O)c2ccccc2)CC1 (stereo unspecified)	0.0%	-4%	0.0	73	.	15%	9%	12%	-6%	-5%
45	Cc1ccc(S(=O)(=O)N(C)C)cc1-n1c(SCC(=O)N(C)C)nc2ccccc2c1=O	0.2%	9%	-0.5	61	i	7%	11%	3%	-5%	6%
46	O=C(CC1C(=O)NCCN1Cc1ccccc1C(F)(F)F)NCCn1cccn1 (stereo unspecified)	-0.1%	4%	-2.1	58	i	9%	-6%	35%	0%	.
47	COc1ccc(/C=N/NC(=O)c2ccc3c(c2)OCCO3)cc1[N+](=O)[O-]	0.4%	17%	-1.0	62	i	3%	7%	33%	-5%	3%
48	COc1ccccc1C(=O)Oc1ccc(C(C)C)cc1	0.0%	-7%	0.8	56	i	16%	-1%	-4%	-3%	2%

# Bioassay records deposited in PubChem by several laboratories.
